Source: PubChem BioAssay (The Scripps Research Institute Molecular Screening Center)
CHRM1 agonist: agonists of human M1 muscarinic receptor; P11229; CHO-K1 hM1, Fluo-8 calcium fluorescence, agonist mode; 0% DMSO, 100% acetylcholine EC100; activation, % at 3 µM; 360,000 tested, 0.33% active; AID 588814;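 active means activation above the run's mean compound activation plus 3 SD, cut at about 16% in these data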;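 further: peak over basal fluorescence ratio within a 140 s kinetic read after compound addition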
Target sequence (P11229 whole entry, looked up): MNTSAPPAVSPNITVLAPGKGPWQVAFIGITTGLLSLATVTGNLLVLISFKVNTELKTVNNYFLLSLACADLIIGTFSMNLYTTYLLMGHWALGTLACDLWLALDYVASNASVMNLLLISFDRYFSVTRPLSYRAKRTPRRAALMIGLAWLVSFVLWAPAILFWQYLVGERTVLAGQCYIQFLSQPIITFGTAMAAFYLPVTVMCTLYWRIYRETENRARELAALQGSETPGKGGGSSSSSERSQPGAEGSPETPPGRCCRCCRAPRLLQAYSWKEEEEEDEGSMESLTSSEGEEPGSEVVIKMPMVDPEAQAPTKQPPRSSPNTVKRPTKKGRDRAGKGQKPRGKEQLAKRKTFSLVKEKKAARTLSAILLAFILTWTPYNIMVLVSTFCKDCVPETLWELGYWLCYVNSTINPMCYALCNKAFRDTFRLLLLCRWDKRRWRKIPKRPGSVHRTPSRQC
OXTR potentiate: potentiators of human oxytocin receptor | P30559 | CHO-OTR cells, Fluo-8 calcium fluorescence, potentiator mode; 0% = oxytocin EC15, 100% = EC100 | activation, % at 3 µM | 320,000 tested, 0.061% active | AID 2445;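 active means activation above that plate's cutoff, the mean activation of tested compounds plus 3 SD, cut at about 6.6% in these data, passing the limit was not always enough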;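 further: 100% uses oxytocin at 75 nM as the full agonist control; some results filed as inactive read as strong as hits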
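Measured by – Fluo-8 calcium dye fluorescence · Test system – human OTR in CHO cells · Dosing – one concentration, 3.0 µM compound · Controls – EC15 oxytocin alone as 0%, 75 nM oxytocin as 100% · Evaluation – normalized max/min fluorescence ratio, % activation · Timing – 6 min pre-incubation, 100 s read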
CHO-K1 Ca PAM: nonselective activator or artifact in parental CHO-K1 calcium assay. ATP EC20, Fluo-8 calcium fluorescence; 0% at ATP EC20, 100% at ATP max. activation, % at 3 µM. 360,000 tested, 0.02% active;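 active means activation above the run cutoff, the mean activation of all test compounds plus 3 SD, cut at about 40% in these data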;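 further: peak over basal fluorescence ratio in a 140 s read after ATP addition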
TAAR1 agonist: human TAAR1 agonism; 360,000 tested, 0.99% active; CHO RD-HGA16 TAAR1, Fluo-8 calcium fluorescence; vehicle wells 0%, saturating PEA agonist 100%; Q96RJ0; activation, % at 3 µM;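 active means activation above the mean activation of all test compounds in the run plus 3 SD, cut at about 38% in these data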
Target sequence (Q96RJ0 whole entry, looked up): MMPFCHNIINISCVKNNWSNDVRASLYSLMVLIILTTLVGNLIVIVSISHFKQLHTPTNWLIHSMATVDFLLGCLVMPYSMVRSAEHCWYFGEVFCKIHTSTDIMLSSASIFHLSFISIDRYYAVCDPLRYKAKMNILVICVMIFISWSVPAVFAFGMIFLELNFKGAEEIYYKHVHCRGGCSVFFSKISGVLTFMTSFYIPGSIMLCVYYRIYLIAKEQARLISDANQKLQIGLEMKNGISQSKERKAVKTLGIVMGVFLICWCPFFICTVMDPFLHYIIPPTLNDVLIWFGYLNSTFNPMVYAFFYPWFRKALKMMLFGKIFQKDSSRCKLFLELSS
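Assay system: CHO-derived RD-HGA16 cells with stable Gα16 and human TAAR1; timing: 17-24 h seeding, 75 min 37 °C dye, 30 min RT; read-out: % activation from peak over basal fluorescence ratio, DMSO-to-PEA scaled; measured by: kinetic Fluo-8 calcium fluorescence; benchmarks: low control DMSO, high control PEA (EC100); doses: 3 µM single concentration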
CHRM1 antagonist: human CHRM1 antagonism. 360,000 tested, 1.3% active. CHO-K1 hM1, Fluo-8 calcium fluorescence, ACh EC80 antagonist. AID 588852. inhibition, % at 3 µM. P11229;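 active means percent inhibition above its own plate's cutoff, namely the mean of that plate's compound wells plus 3 SD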;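 further: peak over basal fluorescence ratio during 140 s after agonist addition; 0% = ACh EC80 plus DMSO and 100% = DMSO alone without agonist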
CHO-K1 Ca ag: counter-screen for M1 agonists: effect in parental CHO-K1 cells; 360,000 tested, 0.48% active; Fluo-8 calcium fluorescence; scaled to maximal ATP response, vehicle zero; activation, % at 3 µM; AID 602248; in the data active means activation above about 15%;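 further: untransfected CHO-K1 host cells lacking M1 receptor as counterscreen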
TAAR1 antagonist: human TAAR1 antagonism | 360,000 tested, 1.5% active | AID 624466 | Q96RJ0 | CHO RD-HGA16 TAAR1, Fluo-8 calcium fluorescence, antagonist | inhibition, % at 3 µM;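 active means inhibition above a per-plate cutoff, the mean inhibition of test compounds on that plate plus 3 SD, cut at about 49% in these data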;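 further: 0% = DMSO plus EC80 beta-PEA response and 100% = DMSO alone without agonist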
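System: RD-HGA16 CHO cells with stable hTAAR1 and Gα16 | Probe or stimulus: EC80 β-phenethylamine stimulus | Dosing: 3 µM, single point | Times: Dye loading 75 min at 37 °C, then 30 min room temperature | Measured by: Fluo-8 calcium-sensitive fluorescence | Read-out basis: % inhibition of agonist calcium response | Replicates: n of 1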
CHO parental Ca: signal in parental CHO cells, OX1R antagonist counter-screen | parental CHO-K1, ATP-induced calcium, Fluo-8 fluorescence | 330,000 tested, 0.63% active | inhibition, % at 5.6 µM;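 active means inhibition above that plate's mean sample inhibition plus 3 SD, cut at about 26% in these data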;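 further: 0% = ATP-challenged DMSO wells and 100% = DMSO wells without ATP; some compounds past the cut are filed as inactive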
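test system = CHO parental line | reagent = ATP stimulus | measured by = intracellular calcium via Fluo-8 no-wash fluorescent dye | control set = ATP and no-ATP DMSO wells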
CHO-K1 Ca antag: nonselective inhibitor or artifact in parental CHO-K1 cells. ATP-induced calcium, Fluo-8 fluorescence. inhibition, % at 3 µM. 360,000 tested, 0.6% active;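 active means inhibition above a per-plate cutoff, the plate's mean sample inhibition plus 3 SD, cut at about 24% in these data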;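 further: 0% = DMSO plus EC80 ATP and 100% = DMSO alone without ATP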
An asterisk follows results filed as active; · = no result given.

The line under a structure holds: CHRM1 agonist, OXTR potentiate, CHO-K1 Ca PAM, TAAR1 agonist, CHRM1 antagonist, CHO-K1 Ca ag, TAAR1 antagonist, CHO parental Ca, CHO-K1 Ca antag
CC(OC(=O)c1ccc(-n2cnnn2)cc1)C(=O)Nc1ccccc1F (stereo not drawn)
    -5, 1, -5, 8, -2, 0.9, -18, -11, -14
CCC(C)(C)n1c(=O)[nH]c2c(c1=O)CCC2
    -3, -12, 3, 13, -6, 0.0, 7, 2, 0
O=C1CC[C@@H]2CC3(C[C@@H]4CCN1[C@H]24)Nc1ccccc1NC3=NC1CCCCC1 (stereo partly drawn)
    -9, ·, 6, 1, -2, -0.3, -2, ·, -13
Cn1cnc([N+](=O)[O-])c1S(=O)(=O)Oc1cccc2ccccc12
    1, ·, 3, 1, -14, 2.3, 26, ·, 3
CC1CN(C(=O)c2ccc(CNS(=O)(=O)c3cccc(Cl)c3)cc2)CC(C)O1 (stereo not drawn)
    1, ·, 8, 1, -13, 3.4, -8, ·, -5
CCOC(=O)Cc1csc(NC(=S)NC(=O)c2cc(OC)c(OC)c(OC)c2)n1
    0, -8, -21, 8, 7, 3.0, 42, -28, 2
Cn1nc(C(F)(F)F)c(C(=O)Nc2ccc(F)cc2)c1Cl
    -5, 4, 16, 13, -10, 0.6, 2, -3, -8
COc1ccc2c(c1)c(C(=O)CN1CCC(C(N)=O)CC1)c(C)n2C
    -5, -4, 6, 7, 0, 0.8, -11, 2, -7
CC1(C)C2CC=C(/C=N/n3cnnc3)C1C2 (stereo not drawn)
    -1, -3, -8, 10, -5, -0.2, 15, -9, 9
O=C(ON=C1CCN(S(=O)(=O)c2ccccc2)CC1)c1ccccc1
    -2, -3, 21, 3, -14, 0.9, -11, -15, -6
CCn1ccc(C(=O)Nc2ccccc2SC)n1
    -1, 3, -2, 5, -5, -0.6, -8, -7, 1
CC(C)CN(C(=O)COC(=O)c1cncc(Br)c1)c1c(N)n(Cc2ccccc2)c(=O)[nH]c1=O
    -1, -1, 1, 1, -12, 0.0, -12, -12, 11
COc1ccc(-n2ncc3c2CC(C)(C)CC3NC(=O)c2ccnn2C)cc1 (stereo not drawn)
    -2, -5, 14, 3, -9, 0.1, -24, -13, -4
O=c1c2ccccc2ncn1Cc1nc2ccccc2s1
    -1, -2, 16, -2, -8, 0.5, 3, -15, 1
COc1ccc(C(=O)Nc2ccc3c(c2)C(=O)N(C)C3=O)cc1OC
    -5, -9, 19, ·, -12, 2.0, ·, 0, -13
Cc1ccc2nsnc2c1NC(=O)CCc1ccccc1
    -8, -8, 2, 0, 3, 0.8, -4, -14, 5
CCOC(=O)CN1C(=O)S/C(=C/c2ccc(OCc3ccc(C(=O)O)cc3)cc2)C1=O
    -1, -13, 3, 7, -6, 0.5, -14, -3, -9
CCOC(=O)c1c(-c2ccc(OC)cc2)csc1NC(=O)CSc1ccccc1
    -3, -20, 6, 9, -10, 0.3, 38, 7, 7
N=C1C(c2nc(-c3ccc(Cl)cc3)cs2)=C(O)CN1CCCN1CCOCC1
    -6, -4, 18, -1, -16, -0.2, -18, -20, -8
CCOC(=O)CSc1nc2c(sc(=S)n2Cc2ccco2)c(=O)n1-c1ccccc1
    -6, 0, 11, 7, 5, 0.2, 7, -24, -12
O=c1c(Cc2ccc(F)cc2)c(O)ccn1CC1CCCO1 (stereo not drawn)
    1, -5, -2, 0, -20, -0.5, 8, -6, -6
Cc1ccc(-c2nnn(CC(=O)Nc3ccc(S(=O)(=O)N4CCC(C)CC4)cc3)n2)cc1
    -6, -6, 2, -1, -6, -0.1, 12, -3, 0
Cc1cc(C(=O)N(Cc2nnc(-c3ccc(Cl)cc3)o2)C(C)C)c2ccccc2n1
    -5, 0, 11, -2, -4, 0.2, -5, -32, 0
O=C(Nc1ccc(Cl)cn1)C1CCN(c2ncnc3c2nc2n3CCCCC2)CC1
    -13, -15, -15, 0, -4, 5.3, -7, -6, -1
O=C(Nc1nnc(C2=COCCO2)o1)C1CCCCC1
    -1, -8, -16, 0, 8, -0.2, -3, -7, 1
O=C(Cn1nc(-c2cccc(Cl)c2)ccc1=O)Nc1ccc(C(=O)NC2CC2)cc1
    -5, -1, 12, 2, -10, 1.4, 13, -12, -11
COc1ccc(Cl)cc1C(=O)Nc1ccccc1N1CCN(C)CC1
    -6, -7, 12, 7, -6, 3.5, -4, 3, -11
COc1cc(-c2nnc(-c3ccncc3)o2)ccc1OCc1ccccc1
    -2, 3, -6, 11, 3, 0.7, 8, -6, 6
Cc1sc2ncnc(N/N=C/c3ccccc3O)c2c1C
    2, -1, 9, 4, -2, 0.1, 3, -14, -8
Cc1ccc(-c2cc(C(F)(F)F)nc(SCC(=O)c3cccc([N+](=O)[O-])c3)n2)cc1
    -3, -4, -4, -2, 5, -0.1, -12, -22, -14
COc1ccc([C@H]2C[C@@H](O)[C@H](n3cc(C4CC4)nn3)CN2C(=O)c2cccs2)cc1
    0, ·, -1, 0, -5, 0.1, -19, ·, -4
Cc1ccc(NC(=O)NC(=O)CN2C(=O)NC3(CCCCCCC3)C2=O)c(C)c1
    -7, -9, 15, 10, 2, 1.7, 8, -20, -26
Cc1c(C(=O)N2CCOCC2)sc2ncnc(N3CCc4ccccc4C3)c12
    -4, -12, 7, 11, -11, 0.3, 5, -3, -20
O=C1CC(c2ccco2)CC(O)=C1C=Nc1cc(Cl)ccc1Cl (stereo not drawn)
    -5, 2, -8, -2, 2, 0.4, 18, -5, 7
COc1ccccc1-c1nnc(NC(=O)CSc2nncn2C)s1
    -8, -9, 30, 4, -6, 0.9, -1, -8, -11
Cc1cc(C(=O)NCCCn2ccnc2)sc1-c1ccccc1
    -8, -2, 20, 1, -5, 0.4, -8, -12, -18
O=C(Nc1nccs1)c1nc[nH]c1C(=O)NCc1ccccc1
    -2, 2, 14, 5, -7, 1.0, 24, -5, -6
NC(=O)CC(NC(=O)Cc1ccc(Cl)cc1)c1ccc(NC2CC3CCC2C3)c([N+](=O)[O-])c1 (stereo not drawn)
    3, -6, -20, 2, -6, -0.6, -12, -18, -5
CCOC(=O)C1=C(CNCc2ccc(C)cc2)NC(=O)NC1c1cc(C)ccc1C (stereo not drawn)
    -12, -4, 6, -2, -4, 0.2, 6, -26, -19
CN(C)c1cccc(C(=O)OCC(=O)N(Cc2ccccc2)C2CCS(=O)(=O)C2)c1 (stereo not drawn)
    0, 0, -1, 3, -1, 0.8, -15, 0, 4
CC(C)N1CCc2c(sc(NC(=O)c3ccc(S(=O)(=O)N4CCOCC4)cc3)c2C(N)=O)C1
    -6, 4, 14, 1, -12, 0.1, -1, -6, -4
Cc1cc(C)c(OCC(=O)Nc2ccc3c(c2)OCO3)cc1C
    -4, -7, -6, 5, 10, -0.1, 8, 44*, 9
Cc1cc2c(C)nc(-c3ccccc3)nc2o1
    -3, -2, 21, 6, -26, -0.1, 6, -1, -5
COCCCNCCCOc1ccc(Cl)cc1C(C)(C)C
    -8, -7, 17, 13, -2, 2.4, 15, -18, 6
CCOC(=O)c1cn2nc(N3CCCC3)ccc2n1
    -2, -5, 19, 0, -6, 0.5, -39, -23, -18
O=C(COC(=O)c1cccc(NC(=O)c2ccco2)c1)c1ccc(Br)cc1
    -2, -7, 1, 13, 10, 4.0, 62*, 22, 14
CC(C)[C@H](NS(=O)(=O)c1ccccc1)C(=O)OCc1cc([N+](=O)[O-])cc2c1OCOC2
    -4, ·, 15, 2, -13, 1.2, -5, ·, -19
C/C=C(/C)C(=O)O[C@@H]1c2c(ccc3ccc(=O)oc23)O[C@@H]1C(C)(C)OC(C)=O
    -8, -9, 9, 21, 2, -0.5, 20, -10, -8
O=C(NCc1ccc(F)cc1)C(C(=O)NCc1ccc(F)cc1)c1ncc(C(F)(F)F)cc1Cl
    -5, 0, 12, -1, -11, 0.0, -17, -25, -13
CCN(CC)CCN(C(=O)c1ccc2c(c1)CCCC2)c1nc2c(OC)cccc2s1
    -7, ·, 8, 6, 14, 1.1, -23, ·, -10
COCCN(Cc1cc2cc3c(cc2nc1Cl)OCO3)C(C)=O
    -9, -2, 14, 1, -3, 0.1, -5, -4, -6
COc1ccc(-n2cnc3cc(NCc4ccco4)ccc32)cc1
    -5, -5, -3, ·, -4, 1.3, ·, -10, -16
C=CCn1cccc(C(=O)Nc2ccc(Cl)cc2)c1=O
    -4, -9, 19, 2, -6, 9.2, 5, -9, -8
CCCC(=O)Nc1nnc(Cc2ccccc2)s1
    -2, 4, -7, 9, 14, -0.2, -4, -4, 31*
CCOC(=O)c1c(-c2ccccc2)nc2ccc(C)cn12
    -7, 10, 14, 4, -5, 1.3, 22, -10, 2
Cc1cc2cc(C)c(NCCNC(=O)c3cccs3)nc2cc1C
    -6, -9, 1, 0, 5, 5.5, -9, -22, 5
COc1cc(C)nc(Oc2ccc(/C=N/O)cc2)n1
    0, 2, 12, -3, -19, 0.3, -8, -14, 3
CCS(=O)(=O)n1nc(-c2ccc(C)cc2)nc1N
    -4, -6, 14, 3, -29, -1.1, -4, 0, -14
